DAGLB inhibitor = blocks human DAGLB lipase activity; actives 0.059% (n = 340,000); AID 504411; Q8NCG7; inhibition, % at 5.17 µM; HEK293T DAGLB membrane lysate, EnzChek fluorogenic substrate; in the data active means inhibition above about 34%;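 further: 0% = enzyme with vehicle and 100% = wells lacking enzyme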
Target sequence (Q8NCG7 whole entry, looked up): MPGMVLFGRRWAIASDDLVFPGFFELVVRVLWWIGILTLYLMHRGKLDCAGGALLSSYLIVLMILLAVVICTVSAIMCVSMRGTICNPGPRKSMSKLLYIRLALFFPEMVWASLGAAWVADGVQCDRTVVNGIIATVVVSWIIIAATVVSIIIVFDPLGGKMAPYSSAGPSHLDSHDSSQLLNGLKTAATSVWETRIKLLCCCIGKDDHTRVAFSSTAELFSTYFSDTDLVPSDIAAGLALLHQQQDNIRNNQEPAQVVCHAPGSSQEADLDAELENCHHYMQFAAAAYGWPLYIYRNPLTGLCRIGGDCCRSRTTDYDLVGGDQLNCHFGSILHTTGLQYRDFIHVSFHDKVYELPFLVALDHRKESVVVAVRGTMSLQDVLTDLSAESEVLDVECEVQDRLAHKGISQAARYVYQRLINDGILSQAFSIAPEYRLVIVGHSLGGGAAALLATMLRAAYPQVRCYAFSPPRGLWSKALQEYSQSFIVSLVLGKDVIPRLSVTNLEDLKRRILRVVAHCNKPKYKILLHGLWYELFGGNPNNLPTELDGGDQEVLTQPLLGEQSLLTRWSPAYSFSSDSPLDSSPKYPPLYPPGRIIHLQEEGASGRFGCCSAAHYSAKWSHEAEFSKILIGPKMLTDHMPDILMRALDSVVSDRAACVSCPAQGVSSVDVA
Keap1 Nrf2 FP = disrupts human Keap1 binding to Nrf2 peptide; Q14145; Keap1 Kelch-Nrf2 peptide fluorescence polarization, 1536-well; inhibition, % at 9.4 µM; actives 0.15% (n = 340,000); AID 504523; in the data active means inhibition above about 12%;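 further: human Keap1 Kelch domain with fluorescein labeled Nrf2 9mer peptide probe; 0% = neutral control wells and 100% = peptide positive control; higher means more block of Keap1 binding to Nrf2 peptide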
SR-BI uptake up = activators of SR-BI mediated HDL lipid uptake. CHO ldlA[mSR-BI] cells, DiI-HDL uptake fluorescence, 3 h; 100 = double the neutral-control signal. activation, % at 12.5 µM. actives 0.096% (n = 320,000). AID 504775;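 active means mean replicate activation of at least 60% and every replicate at or above 60%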;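 further: 0% = median plate neutral-control signal and 100% = twice that signal; values of inactives mirror those of a sister screen read the other way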
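material = CHO ldlA[mSR-BI] cells | medium = Ham's F12 with 0.5% BSA, HEPES 25 mM, pH 7.4 | reagent = fluorescent DiI-HDL, 10 µg/mL final | compound dosing = single-point compound dose | incubation = 3 h, 37 °C | measured by = bottom-read fluorescence, 550/595 nm | measure = HDL uptake via cellular fluorescence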
RTF Ca sens act = increases calcium sensitivity of human cardiac regulated thin filaments | P19429+P45379 | IANBD-labeled TnC RTF fluorescence at EC20 calcium; 0% EC20 calcium, 100% full calcium | activation, % at 7.2 µM | actives 0.24% (n = 340,000) | AID 493008;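 active means activation above the mean over all tested compounds plus 3 SD, cut at about 30% in these data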;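 further: rise in fluorescence read as greater calcium sensitivity of cardiac thin filaments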
CAL PDZ FP-1 = blocks peptide binding to human CAL PDZ domain; inhibition, % at 20 µM; Q9HD26; AID 504414; actives 0.02% (n = 330,000); purified CAL PDZ, TMR-peptide fluorescence polarization, 1 h;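 active means highest replicate inhibition of at least 40%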;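 further: plate controls were DMSO neutral control wells for no effect and unlabeled competitor peptide control wells for full effect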
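Test system: tagged CAL PDZ domain / Buffer or medium: sodium phosphate/NaCl buffer pH 7.4 with TCEP, IgG, Thesit / Reagent: TMR-labelled reporter peptide T*-PRC34 bound in PDZ groove / Compound dosing: single point, 20 µM / Schedule: 1 h incubation at room temperature before polarization reading / Technique: fluorescence polarization (mP) / Benchmarks: unlabelled peptide, DMSO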
RTF Ca sens inh = cardiac RTF calcium desensitization; P19429+P45379; IANBD-labeled cardiac RTF, Ca2+ fluorescence; inhibition, % at 7.15 µM; actives 0.12% (n = 340,000); AID 493244;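 active means inhibition above the mean inhibition of all tested compounds plus 3 SD, cut at about 17% in these data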;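 further: assay run at fixed EC70 calcium of 1.6 mM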
PKA-R2B act = activators of human PKA-R2B complex | P22694+P31323 | PKA-R2B holoenzyme dissociation, Cy5-IP20 fluorescence polarization; R2B truncated from residue 108, S112A mutant; 0% DMSO only, 100% 113 µM cGMP | activation, % at 11.4 µM | actives 0.079% (n = 340,000) | AID 504700;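 active means activation above a cutoff set at the mean over all compounds plus 3 SD, cut at about 18% in these data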;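 further: higher means more holoenzyme dissociation and a rise in polarization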
Rtt109 Vps75 = blocks Candida albicans Rtt109/Vps75 acetyltransferase activity; Q5AAJ8; actives 0.16% (n = 330,000); inhibition, % at 34.9 µM; purified Rtt109/Vps75, ThioGlo CoA-SH fluorescence, 4 h; AID 540336;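 active means inhibition of at least 50% in every replicate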
Target sequence (Q5AAJ8 whole entry, looked up): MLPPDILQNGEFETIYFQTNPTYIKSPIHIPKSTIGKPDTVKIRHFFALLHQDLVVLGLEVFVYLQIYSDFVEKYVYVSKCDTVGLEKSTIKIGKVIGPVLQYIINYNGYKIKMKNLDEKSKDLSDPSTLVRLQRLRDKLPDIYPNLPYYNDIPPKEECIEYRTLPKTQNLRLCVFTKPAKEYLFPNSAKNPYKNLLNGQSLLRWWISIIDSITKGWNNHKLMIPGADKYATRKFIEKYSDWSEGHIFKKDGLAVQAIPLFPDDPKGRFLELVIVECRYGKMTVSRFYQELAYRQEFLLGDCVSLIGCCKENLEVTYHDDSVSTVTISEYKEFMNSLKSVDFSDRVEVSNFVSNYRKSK
CAL PDZ FP-2 = CAL PDZ (human) peptide binding inhibition. Q9HD26. purified CAL PDZ, TMR-peptide fluorescence polarization, 1 h. inhibition, % at 24.9 µM. actives 0.92% (n = 300,000). AID 602252;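 active means mean inhibition of at least 30% with at least half of replicates also reaching 30%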;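 further: 0% = DMSO neutral control and 100% = excess unlabeled competitor peptide PRC23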
LANA DNA inh = blocks KSHV LANA C-terminal domain binding to DNA; MBP-C-LANA/FAM-LBS DNA binding, fluorescence polarization; inhibition, % at 9 µM; actives 0.078% (n = 340,000); AID 504423;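 active means highest replicate inhibition at or above 60% at 9 µM, even if other replicates fall short; inactive means all replicates below 60% inhibition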;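 further: 0% = neutral control wells and 100% = 4 µM acridine orange control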
The depositor's hits bear a star; nt = no result given. Random draw from the library; 1.6% or so of the library scored in one or more.

SMILES	DAGLB inhibitor	Keap1 Nrf2 FP	SR-BI uptake up	RTF Ca sens act	CAL PDZ FP-1	RTF Ca sens inh	PKA-R2B act	Rtt109 Vps75	CAL PDZ FP-2	LANA DNA inh
Cc1cc2ccccn2c1C(=O)c1ccc(NN)c([N+](=O)[O-])c1	7.2	1.3	-61.9	6.4	-14.7	-6.0	11.3	4.4	0.3	-1.2
O=S(=O)(NCCOCC(F)(F)C(F)F)c1ccc2oc3ccccc3c2c1	-17.0	0.0	nt	12.4	nt	-1.2	-3.4	0.8	-1.7	-0.4
O=C(O)C1Nc2c(C(=O)N3CCOCC3)cccc2C2C=CCC12 (stereo not drawn)	0.2	-0.4	56.4	-10.5	0.2	12.6	-2.6	-1.2	11.4	71.5*
O=C(NCc1ccccc1)c1cccc(NC(=O)C2CC2)c1	-0.3	-2.0	-20.8	-6.8	-2.5	-6.9	1.9	-6.3	10.8	1.3
O=C(/C=C/c1ccc(Br)cc1)N1CCN(c2cccc(C(F)(F)F)c2)CC1	0.2	-4.0	23.7	2.4	-0.9	-5.4	-4.2	2.1	23.8	-0.4
COc1ccc(CC(=O)NCC2(c3ccc(OC)c(OC)c3)CCCC2)cc1	0.4	2.4	15.3	-1.8	0.2	-4.4	1.4	nt	-3.7	-1.3
CSc1ccc(-c2nnn(Cc3ccc(Br)cc3)n2)cc1	-26.7	-1.4	-11.9	5.5	-1.2	-1.7	-8.0	3.0	-1.1	0.0
CN1CCN(C(=S)Nc2ccc(Oc3ccccc3)cc2)CC1	1.7	4.8	39.6	1.9	-2.3	-6.8	1.3	nt	-0.5	1.1
COc1ccc(-c2csc(NC(=O)CS(=O)(=O)c3ccc(F)cc3)n2)cc1OC	5.7	-1.4	-23.7	0.6	-3.1	-13.6	-3.8	8.8	-3.9	-1.2
N#Cc1c(C(F)(F)F)cc(-c2ccc(F)cc2)[nH]c1=O	8.5	5.2	13.1	-3.2	-1.8	9.0	8.0	-7.7	0.0	-2.4
COc1ccccc1OCC(=O)NNC(=O)Nc1ccccc1	1.8	3.8	nt	2.7	2.7	-4.0	1.5	-9.3	-3.6	2.0
CC(=O)N1c2ccc(S(=O)(=O)NCCC(=O)N3CCCC(C)C3)cc2CC1C (stereo not drawn)	3.1	-0.2	-5.9	2.5	-2.4	4.8	4.3	5.3	-4.4	-1.1
CCCCN(C(=O)CCC(=O)Nc1cc(C)on1)C(C(=O)NC1CCCC1)c1ccccc1C (stereo not drawn)	3.3	-7.1	nt	-0.3	-0.2	-5.7	-3.2	-4.7	nt	-0.5
Cc1ccc2nsnc2c1S(=O)(=O)N(Cc1ccco1)Cc1cc2cccc(C)c2[nH]c1=O	2.5	-4.3	-3.3	2.8	nt	-3.5	1.1	1.6	-2.5	-0.1
CC(=O)c1ccc(OCCCN2CCCCC2)cc1	2.8	-3.6	10.6	7.1	-0.3	-4.6	7.2	-14.4	0.0	1.6
Cc1ccc(C(=O)NC(=S)N2CCN(c3cc(C)ccc3C)CC2)cc1	-17.4	-5.5	-33.4	-2.5	20.3	6.0	11.2	6.7	-3.4	-0.3
O=C(NC1CC1)c1cccc(NC(=O)C2CCC2)c1	-5.6	2.7	23.6	-3.2	-1.5	5.1	2.4	14.4	1.8	-2.3
Cc1ccc(NC(=O)/C(C#N)=C/c2cccs2)c(C)c1	-4.8	-6.2	-3.8	-2.8	-0.8	-5.5	-4.6	3.6	-1.5	2.4
Cc1cc(C)c(OCCCCN2CCNCC2)c(C)c1	-1.9	4.9	-10.5	-7.2	nt	-4.5	5.4	-1.0	0.1	-0.2
COc1ccc(/C=N/NC(=O)CC(=O)NCc2cccnc2)cc1	1.1	-0.6	33.3	5.0	-0.5	3.6	0.1	-5.7	-3.7	0.2
COCCCNC(=O)C[C@H]1C[C@H](C(=O)N2CCCCC2)[C@@]2(C)c3[nH]c4ccc(Cl)cc4c3CCN2C1=O	-1.6	-5.6	-27.3	-4.0	0.1	-0.1	1.2	-1.7	-2.9	1.1
CC1C(=O)Nc2ccc(S(=O)(=O)N3CCN(c4cccc(Cl)c4)CC3)cc2NC1=O (stereo not drawn)	-14.1	-3.1	-0.4	0.6	-1.9	-4.0	-4.4	6.3	nt	1.8
CCOc1ccc(C(CC(=O)O)NC(=O)Cc2ccccc2)cc1OC (stereo not drawn)	-2.1	0.2	15.2	-0.5	0.0	-8.2	-1.8	-1.4	-3.0	nt
C#CCOCCOCCOCCNc1nc(N2CCN(C(=O)[C@H](CCC(=O)O)n3cc([C@@H](N)[C@H](C)CC)nn3)CC2)nc(N2CCN(C(=O)[C@H](CCC(=O)O)n3cc([C@@H](N)CC(N)=O)nn3)CC2)n1	-3.5	-2.0	13.4	-7.1	0.6	5.8	3.1	0.3	-4.7	-1.3
CCN(CC(=O)NCc1ccc(F)cc1)C(=O)CN1CCN(c2cc(Cl)ccc2C)CC1	-3.4	0.6	nt	1.7	-3.2	-5.6	1.5	6.5	-4.1	0.6

Printed as active in LANA DNA inh, among the entries above:
| molecule | DAGLB inhibitor | Keap1 Nrf2 FP | SR-BI uptake up | RTF Ca sens act | CAL PDZ FP-1 | PKA-R2B act | Rtt109 Vps75 | CAL PDZ FP-2 | LANA DNA inh |
| --- | --- | --- | --- | --- | --- | --- | --- | --- | --- |
| O=C(O)C1Nc2c(C(=O)N3CCOCC3)cccc2C2C=CCC12 (stereo not drawn) | 0.2 | -0.4 | 56.4 | -10.5 | 0.2 | -2.6 | -1.2 | 11.4 | 71.5* |

Returning to the listing with the three entries that preceded the break.
SMILES	DAGLB inhibitor	Keap1 Nrf2 FP	SR-BI uptake up	RTF Ca sens act	CAL PDZ FP-1	RTF Ca sens inh	PKA-R2B act	Rtt109 Vps75	CAL PDZ FP-2	LANA DNA inh
CCOc1ccc(C(CC(=O)O)NC(=O)Cc2ccccc2)cc1OC (stereo not drawn)	-2.1	0.2	15.2	-0.5	0.0	-8.2	-1.8	-1.4	-3.0	nt
C#CCOCCOCCOCCNc1nc(N2CCN(C(=O)[C@H](CCC(=O)O)n3cc([C@@H](N)[C@H](C)CC)nn3)CC2)nc(N2CCN(C(=O)[C@H](CCC(=O)O)n3cc([C@@H](N)CC(N)=O)nn3)CC2)n1	-3.5	-2.0	13.4	-7.1	0.6	5.8	3.1	0.3	-4.7	-1.3
CCN(CC(=O)NCc1ccc(F)cc1)C(=O)CN1CCN(c2cc(Cl)ccc2C)CC1	-3.4	0.6	nt	1.7	-3.2	-5.6	1.5	6.5	-4.1	0.6
COc1cccc(OCC(=O)Nc2c3c(nn2-c2ccccc2)CS(=O)(=O)C3)c1	2.4	-2.1	8.5	-5.0	-2.7	-2.0	-5.9	1.2	-0.8	3.1
CC(C)(C)c1[nH]ncc1[N+](=O)[O-]	0.1	-4.5	42.3	-4.4	-1.3	6.8	-6.8	-7.6	-2.6	4.3
NNC(=O)[C@H](Cc1ccccc1)NC(=O)NCCc1ccccc1	3.6	1.1	13.8	-0.2	-1.7	-2.6	8.8	-3.3	-4.4	-0.4
Cc1cc(NC(=O)c2ccc(C)c(C)c2)no1	-1.1	-2.0	6.5	3.8	-0.1	0.8	-3.3	1.2	11.2	1.4
COC(=O)c1ccc2[nH]cc(CCO)c2c1	0.4	8.8	13.8	0.1	-1.1	-10.0	4.6	-4.8	0.9	0.0
Cc1cccc(-c2cc(C(=O)Nc3ccc4c(c3)OCCO4)c3ccccc3n2)c1	-1.6	-1.0	-51.5	2.0	-0.1	-0.5	9.3	0.6	-1.8	0.4
CCOC(=S)SCc1cn2cccc(C)c2n1	-2.6	-0.5	23.7	-4.1	-0.7	1.9	-8.4	-12.9	3.6	-1.0
COc1ccc(N2C(=S)N=C(Nc3ccccc3)C23CCCCC3)cc1	-0.4	-2.0	12.7	0.1	-1.2	5.6	0.7	4.5	-2.8	0.3
Cc1cc(OCCCCOc2ccc(C#N)cc2)ccc1[N+](=O)[O-]	-14.1	-3.0	27.7	7.2	-1.2	-6.2	-5.1	0.4	0.1	2.1
O=C(NCCc1cn2ccccc2n1)c1cc(COc2c(F)cccc2F)on1	0.1	-5.4	-1.5	2.2	-1.2	-2.4	1.2	11.6	5.1	-1.3
C/C(CCc1ccccc1)=N/NC(=O)C(=O)NC(C)c1ccccc1 (stereo not drawn)	-0.5	-0.9	0.7	3.4	-2.3	-6.8	6.9	9.4	-1.1	0.6
O=[N+]([O-])c1ccc(-c2cccnc2)cc1	1.0	-1.6	2.2	-0.8	-0.5	0.8	-10.9	14.3	-0.7	-1.2
O=C(Nc1cccc2ccccc12)/C(Cl)=C/c1ccccc1	-11.5	1.8	-6.2	-1.3	-0.7	-3.8	9.9	-5.6	-0.8	-1.0
O=C(c1csc2ccccc12)N1CCN(c2ccc(Cl)c(Cl)c2)CC1	-5.2	1.4	30.1	-2.1	-0.6	-3.5	-11.0	8.8	-0.8	0.0
Cc1ccc(OCC(=O)Nc2ccc3c(c2)CCC3)c([N+](=O)[O-])n1	-4.3	-0.3	-9.2	4.9	-1.8	-6.7	-5.0	-3.9	-1.6	-0.3
O=c1[nH]cnc2sc3c(c12)CCCC3	0.2	2.5	21.7	-3.8	-0.8	3.0	8.8	2.8	0.7	-1.6
CCCOc1ccc(C(F)(F)F)cc1NC(=O)CN1C(=O)C(=O)N(CC)C1=O	1.3	-1.6	2.2	-2.3	-0.2	-4.4	-1.1	2.0	-3.7	-0.4
COc1ccc(-n2nc(C(=O)NCC(=O)NC(C)C)c3ccccc3c2=O)cc1	0.8	-3.8	nt	-1.7	-1.5	-7.0	-7.2	3.0	-2.6	-1.2
CC(NC(=O)Cc1cccs1)C(c1cccs1)N1CCOCC1 (stereo not drawn)	3.2	-8.7	1.0	13.1	-0.3	2.4	-7.0	4.2	-2.2	-0.7
CCCC[C@@H]1CN=C(N)N1CCc1cc(C(F)(F)F)cc(C(F)(F)F)c1	-1.7	4.8	-12.5	-7.6	1.0	-16.8	-5.8	0.8	-0.9	2.2
O=S(=O)(NCCc1cn2ccccc2n1)c1ccc2c(c1)OCCO2	1.4	2.7	39.3	0.9	0.5	-3.1	3.4	2.0	6.2	-2.9
CCc1nnc(NC(=O)Cc2ccc(OC)c(OC)c2)s1	-2.4	2.7	10.6	-7.6	-0.5	-1.0	-12.4	-15.2	nt	-0.5
Cc1ccc(-c2nn(-c3ccccc3)cc2/C=C/C(=O)O)o1	-1.2	-2.2	11.2	0.8	-10.6	-0.2	-3.2	-10.2	-3.6	2.2
CN(C)C1(CNC(=O)C2CCC(=O)N(Cc3ccc(Cl)cc3)C2)CCCCC1 (stereo not drawn)	0.2	2.0	40.9	5.6	-2.2	-10.2	0.9	-7.5	-3.6	-0.7
CCOC(=O)C(C)NC(=O)c1cn(-c2ccc(OC)cc2)c(=O)c2ccccc12 (stereo not drawn)	-1.8	-6.6	nt	-1.1	-0.8	-4.8	7.6	3.7	-6.1	-0.4

Screening data from PubChem.
